GlmU inhibition = inhibition of mycobacterial GlmU enzyme – biochemical, glucosamine-1-phosphate acetyltransferase (AID 1376). M. tuberculosis GlmU acetyltransferase enzyme assay; higher % means a stronger effect. inhibition, %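 (tested at 30 µM in the primary screen)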; hits with a dose series show IC50 in µM. 220,000 compounds, 0.25% hits; in the data active = inhibition above about 13%;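 note: 0% = complete reaction with vehicle and 100% = reaction without substrate; strong numbers were not always called active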
Mtb RmlCD inh = M. tuberculosis RmlC/RmlD inhibition; P9WH09+P9WH11; inhibition, % at 3.6 µM; RmlC+RmlD coupled enzyme assay, percent inhibition; primary screen in compound mixtures; AID 1533; 160,000 compounds, 0.03% hits; in the data active = inhibition mostly above about 34%, no sharp cut-off; note: some results filed as inactive read as strong as hits
Target sequence (P9WH09 whole entry, looked up): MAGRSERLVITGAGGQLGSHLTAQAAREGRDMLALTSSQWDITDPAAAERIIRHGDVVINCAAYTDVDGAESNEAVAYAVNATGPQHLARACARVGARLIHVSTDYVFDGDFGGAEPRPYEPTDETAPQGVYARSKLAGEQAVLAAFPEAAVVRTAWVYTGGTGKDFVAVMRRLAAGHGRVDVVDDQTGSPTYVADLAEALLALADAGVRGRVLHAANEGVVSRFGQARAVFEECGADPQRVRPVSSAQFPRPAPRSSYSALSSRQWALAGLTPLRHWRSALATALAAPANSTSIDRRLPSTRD
Target sequence (P9WH11 whole entry, looked up): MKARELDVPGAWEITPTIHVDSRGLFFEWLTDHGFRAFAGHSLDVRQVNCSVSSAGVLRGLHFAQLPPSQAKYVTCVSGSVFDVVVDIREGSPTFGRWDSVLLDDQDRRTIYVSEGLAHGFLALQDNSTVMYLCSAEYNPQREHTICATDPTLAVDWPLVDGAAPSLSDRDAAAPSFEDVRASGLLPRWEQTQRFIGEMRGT
Numbers without * were called inactive; x = not tested or not shown.

SMILES | GlmU inhibition | Mtb RmlCD inh
COC(C[C@@H]1O[C@H]1[C@@H](O)COCc1ccccc1)OC | 2.2% | x
CSc1ncc(OCc2ccccc2)c(=O)[nH]1 | -5.9% | 0
COC(=O)c1ccc(NC(=S)N2CCN(Cc3ccccc3OC)CC2)cc1 | 2.8% | 5
CCCCC(=O)OCC(=O)Nc1ccc(SC(F)F)cc1 | -1.3% | x
OC(COCc1cccs1)CN1CCN(c2ccccn2)CC1 (configuration not stated) | 0.2% | x
CC(C)Oc1ccc(C(=O)NC2(C(F)(F)F)N=C3SCCN3C2=O)cc1 (configuration not stated) | -2.1% | 14
O=C(NC1(C(F)(F)F)N=C(c2ccccc2)NC1=O)c1ccc(Cl)cc1Cl (configuration not stated) | -1.2% | x
O=C(/C=C/c1cccc([N+](=O)[O-])c1)Nc1ccccc1N1CCOCC1 | -4.9% | x
CCOC(=O)c1ccc(NS(=O)(=O)c2c(N)[nH]c(=O)[nH]c2=O)cc1 | 8.7% | x
Cc1[nH]c2ccccc2c1C(=O)COC(=O)Cn1cnc2ccccc21 | 2.3% | -10
Cc1cc(Nc2ccc(Br)c(C)c2)n2nc(C)nc2n1 | 4.9% | 2
COCCn1c(=NC(=O)c2ccc(S(=O)(=O)N3CCc4ccccc4C3)cc2)sc2cc(OC)ccc21 | 10% | -8
O=C1CC(C(=O)Nc2ccc(Br)cc2)S/C(=N\N=C\c2ccco2)N1 (configuration not stated) | -0.4% | -6
CC(=O)Nc1ccc(OCC(O)CN2CCN(c3cc(Cl)ccc3C)CC2)cc1 (configuration not stated) | -11% | 4
Cc1ccc(-n2nnnc2-c2cnc3ccc(Cl)cc3c2-c2ccccc2)cc1 | -0.3% | 7
CNC(=O)c1ccccc1NC(=O)C1CC(=O)N(c2ccc(OC)cc2)C1 (configuration not stated) | -3.3% | -22
COc1cc(/C=N/NC(=O)CC2(C)OCCO2)cc(Br)c1O | 8.4% | -10
CCOP(=O)(OCC)C(NC(=O)Nc1ccc(Cl)c(Cl)c1)c1ccccc1 (configuration not stated) | -1.2% | x
c1coc(-c2nnc3sc(Cc4cccs4)nn23)c1 | 8.3% | 29
C=C(C)C1Cc2c(C)nn(-c3cccc4cccnc34)c2C1 (configuration not stated) | 3.2% | -2
NC(=O)[C@@H]1CCCNc2c(I)cc([N+](=O)[O-])cc2C(=O)N[C@@H](Cc2ccccc2)C(=O)N[C@@H](Cc2cnc[nH]2)C(=O)N1 | -5.0% | x
COc1ccc(NC(C)=O)cc1NC(=O)CSc1nnc(-c2ccccc2)n1N | -0.3% | 1
COc1ccc(C2NCc3ccc4c(c3-n3cccc32)OCO4)cc1OC (configuration not stated) | -2.6% | 6
O=S(=O)(Nc1cccc(CCc2ccccn2)c1)c1ccc2ccccc2c1 | x | -5
COCCNS(=O)(=O)c1ccc(C2CNC(=O)C2)cc1 (configuration not stated) | -2.0% | 3
(cont.)
SMILES | GlmU inhibition | Mtb RmlCD inh
CC1=C(C(=O)Nc2ccccc2)C(c2ccc(Cl)cc2)n2c(s/c(=C/c3cccc(OCC(=O)O)c3)c2=O)=N1 (configuration not stated) | 1.6% | 8
CCN(CC)S(=O)(=O)c1ccc(N2CCOCC2)c(NC(=O)C2CCCC2)c1 | -1.5% | -7
O=C(c1cccn2c(=O)c3ccccc3nc12)N1CCN(c2ccccn2)CC1 | 3.2% | 10
Cc1nc(NC(=S)NC(=O)COc2ccc(Cl)cc2)ccc1Br | -3.2% | -4
C=CCn1c(-c2ccccc2)nc(=S)c2c1CCCC2 | 0.2% | 2
CCc1ccccc1NC(=O)c1ccc(NS(C)(=O)=O)cc1 | -2.8% | 12
CCc1ccc2nc(N3CCN(C)CC3)c(C#N)cc2c1 | -0.5% | -8
Cc1cc(C(=O)N/N=C/c2cccc(Cl)c2Cl)no1 | 4.8% | x
CC(=O)N1N=C(c2ccc(Cl)cc2)OC1c1ccc(C(C)C)cc1 (configuration not stated) | -0.8% | 5
O=C(Cn1cnc2ccccc21)NC(c1ccccc1)c1ccccc1 | -0.6% | x
COc1ccccc1CNC(=O)CCC(=O)Nc1nnc(C(C)C)s1 | 3.6% | x
CCOC(=O)N1CCC(NC(=O)c2ccc3c(Cl)c4c(nc3c2)CCCC4)CC1 | -5.0% | x
COc1ccc(NCC(=O)N/N=C/C(C)c2ccccc2)cc1 (configuration not stated) | 5.5% | -5
CC(C)(C)c1ccc(C(CC(=O)O)NC(=O)CCCc2ccccc2)cc1 (configuration not stated) | 1.6% | -9
COc1ccccc1CN1CCNC(=O)C1CC(=O)NC1Cc2ccccc2C1 (configuration not stated) | -0.5% | 4
CC(C)OC(=O)CSc1n[nH]c(-c2cccnc2)n1 | -4.3% | -11
Cc1cccc(CSc2nnc(NC(=O)c3ccco3)s2)c1 | 8.4% | -4
Cc1cccc(NC(=O)CN2C(=O)N/C(=C/c3ccc(-c4cccc(C(=O)O)c4C)o3)C2=O)c1 | 3.1% | -12
O=C(Cn1cc(C(F)(F)F)ccc1=O)NC(c1ccccc1)c1ccccc1 | -3.6% | 5
Cc1cc(CN2CCN(CCC#N)CC2)c(O)c(C2(C)CCCCC2)c1 | 1.6% | -7
Cc1csc(NC(=O)CCCSc2nc3ccccc3s2)n1 | -6.5% | 6
Cc1ccc(N2C(=O)NC(C(F)(F)F)(C(F)(F)F)C3=C2CC(C)(C)CC3=O)cc1 | -0.9% | 2
CCNC(=S)N(Cc1c(C)noc1C)c1ccccc1 | 0.6% | -16
CC(=O)NC1CC2CCCC(C1)N2C(=O)Nc1ccc(Cl)c(C(F)(F)F)c1 (configuration not stated) | 2.8% | 9
O=C1CCC(C(=O)OC(C(=O)c2c[nH]c3ccccc23)c2ccccc2)=NN1 (configuration not stated) | 2.5% | 2
Next part
SMILES | GlmU inhibition | Mtb RmlCD inh
COCCCNC(=O)c1ccc(CN2CCc3ccccc3C2)cc1 | 0.5% | -7
Cn1cc(CN2CCCCC2c2ccccn2)c(-c2ccc3c(c2)OCCO3)n1 (configuration not stated) | 6.4% | 7
CCOc1ccc(C(=O)NC(=S)Nc2ccccc2N2CCCCC2)cc1[N+](=O)[O-] | -1.3% | 3
CCC(=NC1CC1)c1c(O)n(-c2ccc(OC)cc2)c(=O)[nH]c1=O | 0.8% | 6
O=C(Nc1ccccn1)c1ccc(CN(c2ccccc2)S(=O)(=O)c2ccccc2)cc1 | 2.0% | -6
CCOCCCn1c(SC(C(=O)Nc2cc(C)ccc2C)c2ccccc2)nnc1-c1ccc(Cl)cc1 (configuration not stated) | -3.2% | x
O=C(CN(CCc1ccccc1)S(=O)(=O)c1ccc(Br)cc1)N/N=C/c1ccccc1C(=O)O | 2.9% | 0
c1ccc(Cc2nnc3sc(-c4ccccn4)nn23)cc1 | -3.6% | 9
CCOC(=O)C1=C(C(F)(F)F)Nc2ncnn2C1c1ccc(OC)c(OC)c1OC (configuration not stated) | 1.6% | -8
CC(=O)C(Cc1cnc(Cl)s1)(Cc1cnc(Cl)s1)C(C)=O | -2.4% | 8
CC1=NN(c2ccc(C)cc2C)C(=O)C1C(c1ccccc1O)C1C(=O)N(c2ccc(C)cc2C)N=C1C (configuration not stated) | 8.8% | -6
COc1ccc(C(C(=O)NC2CCCC2)N(C(=O)c2snc(-c3ccc(F)cc3)c2N)c2ccc(OC)cc2)cc1 (configuration not stated) | 3.9% | x
CCCc1cc(C(=O)NC2CCCCC2)no1 | 4.3% | x
COCCCn1c(SCC(=O)NCc2ccccc2)nc2ccccc2c1=O | 4.8% | x
Cc1c(Cl)cccc1NC(=S)N(Cc1cccnc1)Cc1ccccc1Cl | -1.9% | 3
COc1c(F)c(F)c(C(=O)O)c(Nc2cc(C)cc(C)c2)c1F | 2.0% | 6
CCN1C(=O)c2ccc(C(=O)NCc3ccccc3)cc2C1=O | -1.9% | 5
CC(C)CNC(=O)COC(=O)c1ccc([N+](=O)[O-])cc1Cl | -3.6% | x
O=C(NN=C1CCCC1)C1COc2ccccc2O1 (configuration not stated) | -4.4% | x
CCOC(=O)c1cc(-c2cccs2)nc2c1c(C)nn2-c1ccccn1 | -5.8% | -4
CCCN(CCC)C(=O)c1c(NC(=O)CC)sc2c1CCCCC2 | -5.5% | x
COc1ccc([C@H]2C=C(C(=O)O)O[C@@H](OCc3ccc(CO)cc3)C2)cc1 | 5.0% | -9
Cc1nc(CSc2nc3[nH]ncc3c(=O)n2-c2ccccc2)cs1 | 0.3% | 25
O=C(COc1ccc(/C=N/NS(=O)(=O)c2ccccc2)cc1)Nc1cccc(Cl)c1 | 2.5% | 12
COc1ccc(S(=O)(=O)N2CCN(S(=O)(=O)c3ccc(C(F)(F)F)cc3)CC2)cc1C | x | -5
More results
SMILES | GlmU inhibition | Mtb RmlCD inh
Nc1cc(=O)nc(SCC(=O)Nc2ccccc2Cl)n1-c1ccccc1 | 2.1% | 8
CC(=O)c1cccc(NC(=O)NCc2ccccn2)c1 | -2.3% | 9
CCOC(=O)/C=C1\SCC(=O)N1CC(=O)Nc1ccccc1OC(F)F | -1.0% | -7
CC1CCC[C@H](O)CCCCCc2cc(O)cc(O)c2C(=O)O1 (some centres not stated) | 3.7% | -13
O=C(Nc1ccccc1C(=O)N1CCOCC1)c1ccc([N+](=O)[O-])cc1 | -1.4% | -8
COC(=O)C1=C(c2ccccc2)C[C@@H]2CC[C@H]1N2C(=O)N1CCOCC1 | -4.0% | x
OCC1(CC2CCCCO2)CCN(Cc2cccc(O)c2)CC1 (configuration not stated) | -3.8% | x
CCCCNC(=O)CSc1nc2ccc(N3CCOCC3)cc2c(=O)n1CCc1ccccc1 | -5.2% | 30
COc1ccc(NC(=S)N(CCN2CCOCC2)Cc2cc3cc4c(cc3[nH]c2=O)OCCO4)cc1 | -8.8% | 4
COc1ccc(Sc2ccc(/C=C3\C(=O)NN(c4ccccc4)C3=O)o2)cc1 | 7.3% | -15
O=C(NCCc1ccccc1)c1cccnc1N1CCCCCC1 | 3.2% | x
COc1ccc(CNc2ncnc3cc(Cl)ccc23)cc1OC | 1.5% | -12
Cc1ccccc1C(=O)NCCNc1ccc([N+](=O)[O-])cc1 | 3.0% | -2
O=C(c1ccco1)N1CCN(c2ncnc3sc4c(c23)CCC4)CC1 | 3.3% | 6
CCN(CC)c1ccc2c(C)c(-c3ccc(N)cc3)c(=O)oc2c1 | x | 18
Cc1ccc(Oc2cc(NC(=O)CCCn3nc([N+](=O)[O-])cc3C)cc([N+](=O)[O-])c2)cc1 | 2.7% | -16
COC(=O)c1ccc(/C=N/OCC(=O)NC2CCCC(C)C2C)cc1 (configuration not stated) | 1.9% | -7
Cc1nc2sc(C(c3ccco3)N3CCC4(CC3)OCCO4)c(O)n2n1 (configuration not stated) | 3.2% | x
COc1ccc2c(=O)c3c(=O)n(Cc4ccco4)c(C(C)C)nc3oc2c1 | -0.1% | 5
O=C(N/N=C/c1c[nH]c2ccccc12)C1CC(=O)N(c2ccccc2)C1 (configuration not stated) | 1.2% | x
Cc1sc2ncnc(N3CCN(C(=O)c4ccco4)CC3)c2c1C | 3.6% | 4
O=C(Nc1ccccc1C(=O)N1CCCCCC1)c1ccccc1Cl | 2.5% | 1
O=C(O)CCCCCNS(=O)(=O)c1c(Cl)cccc1Cl | 1.6% | 0
CCCc1ccc(C(=O)CCC(=O)O)cc1 | -1.6% | -3
CC1CN(C(=O)c2ccn(C)n2)CC(C)O1 (configuration not stated) | 5.8% | 4
Remaining list, next part.
SMILES | GlmU inhibition | Mtb RmlCD inh
CC(=O)n1c2ccccc2c2nc(NC(C)C)sc21 | 5.7% | 11
COc1c(Br)cc(C(N)=O)cc1OCc1ccccc1 | 2.6% | x
Cc1cc(C)c2c(N)c3cccc(C)c3nc2n1 | -6.2% | -7
Cc1nn(-c2ccccc2Cl)c(Cl)c1/C=N/Nc1cccc(C(=O)O)c1 | 137µM* | 10
CCOC(=O)N1CCN(C(=O)CN(c2ccc(C)cc2)S(=O)(=O)c2c(C)noc2C)CC1 | 0.9% | -6
O=C(c1c(F)c(F)c(F)c(F)c1F)N1CCN(c2cccc(C(F)(F)F)c2)CC1 | -2.6% | x
O=C(NCc1ccco1)C1CCC(N2C(=O)c3ccccc3C2=O)CC1 (configuration not stated) | 8.5% | x
O=C(CSc1nnnn1-c1cccc(F)c1)Nc1nc2ccccc2s1 | 0.3% | x

Reformatted as a markdown table: part of the list above
| molecule | GlmU inhibition | Mtb RmlCD inh |
| --- | --- | --- |
| Cc1nc2sc(C(c3ccco3)N3CCC4(CC3)OCCO4)c(O)n2n1 (configuration not stated) | 3.2% | x |
| COc1ccc2c(=O)c3c(=O)n(Cc4ccco4)c(C(C)C)nc3oc2c1 | -0.1% | 5 |
| O=C(N/N=C/c1c[nH]c2ccccc12)C1CC(=O)N(c2ccccc2)C1 (configuration not stated) | 1.2% | x |
| Cc1sc2ncnc(N3CCN(C(=O)c4ccco4)CC3)c2c1C | 3.6% | 4 |
| O=C(Nc1ccccc1C(=O)N1CCCCCC1)c1ccccc1Cl | 2.5% | 1 |
| O=C(O)CCCCCNS(=O)(=O)c1c(Cl)cccc1Cl | 1.6% | 0 |
| CCCc1ccc(C(=O)CCC(=O)O)cc1 | -1.6% | -3 |
| CC1CN(C(=O)c2ccn(C)n2)CC(C)O1 (configuration not stated) | 5.8% | 4 |
| CC(=O)n1c2ccccc2c2nc(NC(C)C)sc21 | 5.7% | 11 |
| COc1c(Br)cc(C(N)=O)cc1OCc1ccccc1 | 2.6% | x |
| Cc1cc(C)c2c(N)c3cccc(C)c3nc2n1 | -6.2% | -7 |
| Cc1nn(-c2ccccc2Cl)c(Cl)c1/C=N/Nc1cccc(C(=O)O)c1 | 137µM* | 10 |
| CCOC(=O)N1CCN(C(=O)CN(c2ccc(C)cc2)S(=O)(=O)c2c(C)noc2C)CC1 | 0.9% | -6 |
| O=C(c1c(F)c(F)c(F)c(F)c1F)N1CCN(c2cccc(C(F)(F)F)c2)CC1 | -2.6% | x |
| O=C(NCc1ccco1)C1CCC(N2C(=O)c3ccccc3C2=O)CC1 (configuration not stated) | 8.5% | x |
| O=C(CSc1nnnn1-c1cccc(F)c1)Nc1nc2ccccc2s1 | 0.3% | x |

Screens: PubChem BioAssay, several laboratories

Not all compounds are listed, so the mix of outcomes need not match the whole.
